# Compound activity: PubChem BioAssay, The Scripps Research Institute Molecular Screening Center
# TDP2 absorb: blocks human TDP2 phosphodiesterase activity | O95551 | recombinant TDP2, T5PNP hydrolysis, p-nitrophenol absorbance 415 nm | inhibition, % at 12.8 µM | actives 0.34% (n = 370,000) | AID 720702;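 active = inhibition above the mean of all tested compounds plus 3 SD, set per campaign, cut at about 25% in these data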;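 also: 0% = DMSO with enzyme and 100% = buffer with substrate but no TDP2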
#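 Incubation: 2 h at 37 °C; Test system: recombinant human TDP2; Quantity: enzyme 120 nM; Read-out basis: percent inhibition; Medium: 50 mM Tris-HCl pH 7.5 with Mg2+, KCl, DTT, BSA; Repeats: single replicate; Compound: 12.8 µM single point, 1% DMSO; Signal: epi absorbance; Reagent: 5 mM T5PNP chromogenic substrate; Benchmarks: no-enzyme high, DMSO-plus-enzyme low.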
# SIAE inh: blocks human sialic acid acetylesterase | Q9HAT2 | SIAE FP-Rh probe binding, fluorescence polarization | inhibition, % at 9.66 µM | actives 0.69% (n = 370,000) | AID 1053197;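 active = inhibition above a cutoff: mean of compounds within the control limits plus 3 SD of those, cut at about 17% in these data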;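 also: 0% = plate median of compound wells and 100% = probe without SIAE protein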
# Target sequence (Q9HAT2 whole entry, looked up): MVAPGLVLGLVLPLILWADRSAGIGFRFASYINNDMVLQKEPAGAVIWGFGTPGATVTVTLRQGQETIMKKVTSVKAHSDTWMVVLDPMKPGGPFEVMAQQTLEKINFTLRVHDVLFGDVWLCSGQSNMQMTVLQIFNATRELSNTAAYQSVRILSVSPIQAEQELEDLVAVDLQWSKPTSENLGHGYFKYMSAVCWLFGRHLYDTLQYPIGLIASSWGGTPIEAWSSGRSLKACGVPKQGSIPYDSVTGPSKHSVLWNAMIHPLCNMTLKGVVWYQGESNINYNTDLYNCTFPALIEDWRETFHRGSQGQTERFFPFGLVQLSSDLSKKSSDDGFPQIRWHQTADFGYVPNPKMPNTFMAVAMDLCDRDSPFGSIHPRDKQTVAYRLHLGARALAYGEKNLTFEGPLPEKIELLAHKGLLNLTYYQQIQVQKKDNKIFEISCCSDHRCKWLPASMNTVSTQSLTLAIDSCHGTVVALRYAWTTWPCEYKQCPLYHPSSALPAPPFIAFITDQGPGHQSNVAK
# LEDGF integ inh: blocks HIV-1 LEDGF/p75-dependent DNA integration. TR-FRET IN-LEDGF/p75 DNA integration, Eu/Cy5. inhibition, % at 3.7 µM. actives 0.64% (n = 370,000). AID 743269;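 active = inhibition above the screen-wide mean plus 3 SD, cut at about 13% in these data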;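 also: signal is the Cy5 over europium emission ratio at 671 and 618 nm; 0% = plate median of compound wells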
# Tn7 DDE FP: inhibitors of Tn7 peptide binding to human fibrin DD(E); FP displacement of FITC-Tn7 peptide from fibrin DD(E); 0% = median of compound wells per plate; inhibition, % at 8.3 µM; actives 0.13% (n = 370,000); AID 720508;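 active = inhibition above the mean of compounds falling within the control limits plus 3 SD of them, cut at about 14% in these data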;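 also: 0% = plate median of compound wells and 100% = 10 µM Aha-Tn7 peptide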
# Target sequence (P02675 whole entry, looked up): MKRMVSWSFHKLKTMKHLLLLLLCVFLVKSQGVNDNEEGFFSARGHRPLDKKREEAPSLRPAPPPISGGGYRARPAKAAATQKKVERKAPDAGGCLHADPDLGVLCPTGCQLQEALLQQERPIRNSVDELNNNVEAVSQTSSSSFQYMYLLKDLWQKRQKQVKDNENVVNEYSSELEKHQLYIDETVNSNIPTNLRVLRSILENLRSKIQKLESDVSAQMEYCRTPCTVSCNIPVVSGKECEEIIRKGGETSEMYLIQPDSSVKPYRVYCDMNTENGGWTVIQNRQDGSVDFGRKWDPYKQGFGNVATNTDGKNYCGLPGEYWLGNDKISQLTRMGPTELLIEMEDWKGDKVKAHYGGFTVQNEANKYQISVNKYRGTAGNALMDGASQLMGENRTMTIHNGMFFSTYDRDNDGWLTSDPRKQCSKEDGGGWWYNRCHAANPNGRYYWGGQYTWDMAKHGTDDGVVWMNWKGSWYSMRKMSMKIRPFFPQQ
#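 Assay system: Fibrin-DD(E) protein isolated from polymerized human fibrin clots; read-out basis: percent inhibition; medium: Tris/NaCl/CaCl2 buffer, pH 7.8; signal: FP measurement; incubation: 10 min plus 3 h, room temperature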
# UHRF1 binding: human UHRF1 methylated DNA binding inhibitors; inhibition, % at 4.4 µM; UHRF1 binding to methylated oligo, TR-FRET; actives 0.75% (n = 370,000); in the data active = inhibition above about 21%;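 also: UHRF1 SRA domain binding a hemimethylated CpG hairpin DNA probe; 0% = median of test compound wells and 100% = reference inhibitor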
# PRMT1 FP inh: inhibitors of human PRMT1 | recombinant PRMT1, activity-based probe fluorescence polarization | actives 1.3% (n = 370,000) | AID 652257 | inhibition, % at 2.79 µM;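 active = inhibition above about 21% made by adding two undisclosed values, limit read from the data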
# PG9 Ab binder: small molecules binding HIV-1 gp120 antibody PG9. TR-FRET gp120-PG9 antibody binding. inhibition, % at 6.7 µM. actives 0.43% (n = 360,000). AID 624416; in the data active = inhibition above about 8.5%
# ABHD4 inh: inhibitors of mouse ABHD4. Q8VD66. purified mABHD4, FP-Rh probe fluorescence polarization. inhibition, % at 8.92 µM. actives 0.54% (n = 370,000);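 active = inhibition exceeding the mean over every tested compound plus 3 SD, cut at about 30% in these data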;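 also: 0% = plate median of compound wells and 100% = S159A mutant with DMSO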
#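 Assay system: mouse ABHD4 enzyme, wild type / Also added: fluorescent activity-based probe FP-Rh / Doses: single nominal dose of 8.92 µM, 0.89% DMSO final / Timing: 45 min compound pre-incubation plus 60 min probe step, 25 °C / Signal: FP readout, ex 525 nm / em 598 nm / Control set: S159A mutant/DMSO as 100%, compound-well median as 0%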
# HTRA1 inh: HTRA1 (human) protease inhibition; inhibition, % at 5.96 µM; actives 0.5% (n = 340,000); recombinant HTRA1, FP-rhodamine activity-based probe, fluorescence polarization; AID 504803; Q92743; in the data active = inhibition above about 36%;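 also: 0% = enzyme with DMSO and 100% = wells lacking enzyme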
# TCR-CD3 inh: blocks the human TCR-CD3 interaction | AID 651800 | inhibition, % at 9.4 µM | actives 0.37% (n = 360,000) | TAMRA-labeled TCR probe fluorescence, biochemical; in the data active = inhibition above about 19%;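 also: recombinant mutant TCR 2C K166C tagged with TAMRA read by polarization; 0% = receptor in buffer alone and 100% = receptor with positive control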
# The depositor's hits bear a star; nt = not tested or not shown.
SMILES,TDP2 absorb,SIAE inh,LEDGF integ inh,Tn7 DDE FP,UHRF1 binding,PRMT1 FP inh,PG9 Ab binder,ABHD4 inh,HTRA1 inh,TCR-CD3 inh
COc1ccc(-c2c(C)n([O-])c3c([n+]2=O)CCCC3)c(OC)c1,13,8,5,0,-5,-5,-0.7,-3,-4,-5
CC1CCN(CC(=O)Nc2ccc(S(=O)(=O)N3CCCCC3)cc2)CC1,-5,-3,-1,2,5,0,-0.4,9,2,-4
CC(=O)c1c(C)[nH]c(C(=O)OCC(=O)Nc2cc(S(=O)(=O)N3CCCC3)ccc2Cl)c1C,-7,-1,1,8,3,0,1.1,1,-5,-2
COc1cccc(-c2cccc(NC(=O)C3CCN(C4CCC4)CC3)c2)c1,-17,0,1,-3,2,3,0.7,-3,-3,-2
CCOC(=O)N1CCN(C(=O)c2cn(CC)c3ccc(S(=O)(=O)N4CCOCC4)cc3c2=O)CC1,3,-12,-1,0,3,-3,-1.1,1,4,6
CC(C)CN1C(=O)[C@@]2(CC(=O)N(C)C2c2ccccc2)c2cc(-n3cc(CCCC#N)nn3)ccc21 (stereo not given in full),-4,2,0,2,1,-3,nt,-3,nt,nt
CCOC(=O)c1c(NC(=O)C2C3C=CC(CC3)C2C(=O)O)sc(C)c1C (stereo not given),-14,-2,3,-12,4,11,5.5,3,0,-2
Cc1sc(NC(=O)Cn2cnnn2)nc1-c1ccc(Cl)cc1,1,2,-3,0,0,2,-1.1,-1,-7,-5
O=C(CSC(=S)N1CCCC1)N1CCN(S(=O)(=O)c2cccc([N+](=O)[O-])c2)CC1,-7,-11,0,6,-1,6,-0.1,22,6,6
CCc1nnc(N/N=C\c2ccc(OC(C)=O)c(OC)c2)n1N,54*,5,30*,7,3,-1,0.2,7,7,4
C=CCOc1ccccc1CN(C(=O)CCl)c1ccc2c(c1)OCO2,2,0,3,6,4,2,-2.4,-1,-19,-2
COCCn1c(C)cc(/C=C(\C#N)C(=O)OCC(=O)Nc2ccc(S(N)(=O)=O)cc2)c1C,-8,-64,4,0,4,-5,-1.9,-23,-33,-5
Cc1ccccc1N1CC(C(=O)Nc2ccncc2)CC1=O (stereo not given),4,10,-1,-8,-3,2,-0.4,1,1,8
CC1C/C(=N\NC(=O)c2ccc(NS(=O)(=O)c3ccc(Br)cc3)cc2)CC(C)(C)C1 (stereo not given),1,-39,-2,-5,3,3,0.4,-61,-36,-5
O=C1CN=C(Nc2ccccc2Cl)N1c1ccccc1,13,3,3,-2,0,1,-0.9,3,10,2
COc1ccc(C(C(=O)NC(C)(C)C)N(CCC(C)C)C(=O)CCC(=O)Nc2cc(C)on2)cc1 (stereo not given),-7,1,0,-1,1,1,-0.1,2,-11,7
COc1ccc2[nH]c3c(c2c1)CCN1C(=O)N([C@@H](C)C(=O)NC2CCN(Cc4ccccc4)CC2)C(=O)[C@]31C,14,1,1,5,1,6,-2.6,-1,-1,-4
CC(C)(C)c1ccc(C(=O)c2c[nH]c(C(=O)NCCc3ccccn3)c2)cc1,-6,-4,0,-11,-1,6,3.6,4,0,9
CCOC(=O)Cc1csc(NC(=O)CCN2C(=O)c3ccccc3C2=O)n1,9,2,5,-1,-3,-1,-0.4,0,-6,7
CCOc1ccc(/C=C2\SC(=S)N(CC(=O)N(CCO)C(C)(C)C)C2=O)cc1,7,0,-2,0,35*,0,-1.1,1,-19,5
O=C(C1CCCN1S(=O)(=O)c1cccc2nsnc12)N1CCCCC1 (stereo not given),-7,2,-4,6,-4,-3,0.9,0,8,-1
COC(=O)CN1C(=O)Nc2ccc(Br)cc2C1c1ccccc1 (stereo not given),8,0,3,4,-4,-4,0.6,1,-5,1
O=C1c2ccccc2NC(c2ccc(Cl)cc2Cl)N1Cc1ccccc1 (stereo not given),-2,-9,1,-5,2,0,-0.3,-8,-47,-8
COc1ccc(-c2cc(=O)oc3cc(OCC(=O)Nc4ccc(CCO)cc4)ccc23)cc1,-3,-11,-5,-6,1,1,-1.4,-5,6,8
COc1ccc(CN2C[C@@H](CO)O[C@@H](n3cnc4c(N5CCOCC5)ncnc43)C2)cc1,2,-2,-4,10,-11,6,0.6,-8,nt,-1
Cc1ccc(S(=O)(=O)Cn2nnnc2C(c2ccccn2)N2CCN(c3ccccc3)CC2)cc1 (stereo not given),-6,2,-3,-7,3,3,0.9,-7,-6,-3
CC(=O)CSc1nnc(CN2C(=O)CSc3ccc(C(F)(F)F)cc32)n1C,-17,1,2,2,7,-3,1.0,-3,-1,-13
Cc1cc(NC(=O)c2ccc(C)s2)n(-c2ccccc2)n1,3,-1,-6,-4,5,3,1.0,-6,-1,-1
CCSc1ccccc1C(=O)Nc1nncs1,3,-9,-3,7,0,2,2.4,10,1,-7
O=C(c1ccc(Cl)nc1)N1CCN(S(=O)(=O)c2ccccc2)CC1,4,5,0,12,0,1,1.6,0,-1,4

# Fetched by structure from above:
SMILES,TDP2 absorb,SIAE inh,LEDGF integ inh,Tn7 DDE FP,UHRF1 binding,PRMT1 FP inh,PG9 Ab binder,ABHD4 inh,HTRA1 inh,TCR-CD3 inh
COc1ccc(-c2cc(=O)oc3cc(OCC(=O)Nc4ccc(CCO)cc4)ccc23)cc1,-3,-11,-5,-6,1,1,-1.4,-5,6,8
CCOc1ccc(/C=C2\SC(=S)N(CC(=O)N(CCO)C(C)(C)C)C2=O)cc1,7,0,-2,0,35*,0,-1.1,1,-19,5
O=C(c1ccc(Cl)nc1)N1CCN(S(=O)(=O)c2ccccc2)CC1,4,5,0,12,0,1,1.6,0,-1,4
CC(=O)CSc1nnc(CN2C(=O)CSc3ccc(C(F)(F)F)cc32)n1C,-17,1,2,2,7,-3,1.0,-3,-1,-13
O=C(C1CCCN1S(=O)(=O)c1cccc2nsnc12)N1CCCCC1 (stereo not given),-7,2,-4,6,-4,-3,0.9,0,8,-1
CCOC(=O)Cc1csc(NC(=O)CCN2C(=O)c3ccccc3C2=O)n1,9,2,5,-1,-3,-1,-0.4,0,-6,7

# Of the compounds above, 2 have an aryl thioether with sulfur outside any ring:
SMILES,TDP2 absorb,SIAE inh,LEDGF integ inh,Tn7 DDE FP,UHRF1 binding,PRMT1 FP inh,PG9 Ab binder,ABHD4 inh,HTRA1 inh,TCR-CD3 inh
CC(=O)CSc1nnc(CN2C(=O)CSc3ccc(C(F)(F)F)cc32)n1C,-17,1,2,2,7,-3,1.0,-3,-1,-13
CCSc1ccccc1C(=O)Nc1nncs1,3,-9,-3,7,0,2,2.4,10,1,-7

# (further entries)
SMILES,TDP2 absorb,SIAE inh,LEDGF integ inh,Tn7 DDE FP,UHRF1 binding,PRMT1 FP inh,PG9 Ab binder,ABHD4 inh,HTRA1 inh,TCR-CD3 inh
O=C(NCCCN1CCCC1=O)c1cc(-c2cccnc2)nc2ccc(Cl)cc12,7,-1,2,-1,-4,-4,0.3,8,4,-2
CCCCCCSc1nsc(N)n1,-2,13,3,7,-2,-2,0.4,-9,7,3
COc1ccc(CN(CC(=O)NCc2ccco2)C(=O)CCC(=O)Nc2nccs2)cc1,-2,6,-5,0,0,-2,-0.2,-3,-3,5
Oc1cccc(/C=N/Nc2ccc(Cl)nn2)c1O,-7,6,18*,2,-4,10,-1.0,20,30,-1
CCCCN1C(=O)C(CC(=O)NC(c2ccccc2)c2ccccc2)CC(C(=O)N(CC)CC)=C1C (stereo not given),5,5,-8,-6,-4,6,-1.2,3,0,3
COc1ccc(CC(C(=O)Nc2cccc(F)c2)c2nn[nH]n2)c(OC)c1 (stereo not given),4,-3,1,4,-2,0,-0.5,0,4,-1
O=C(CCc1nnc2ccc(NCc3ccco3)nn12)Nc1ccccc1F,10,6,-2,1,-2,3,-1.0,5,6,-4
Cc1nc(Cl)sc1C(=O)Nc1ccc(C(F)(F)F)cc1,2,-6,0,9,0,3,-0.7,-3,-7,-1
CCOc1cc(/C=N\NC(=O)c2ccc(NC(=O)CC)cc2)ccc1OC(=O)c1ccccc1,0,2,3,1,19,2,-0.4,-16,-8,1
Cc1cccc(NC(=O)c2ccc3[nH]c(=O)c(=O)[nH]c3c2)n1,11,-5,1,3,-3,0,-2.6,4,9,10
Cc1ccc(NC(=O)c2cc(-c3cc(Cl)ccc3C)n[nH]2)cc1NS(C)(=O)=O,5,-17,3,1,0,3,-1.1,-30,nt,-5
COc1ccc2c(C)cc(SCC(=O)Nc3c(C)n(C)n(-c4ccccc4)c3=O)nc2c1,-14,-2,0,-1,2,-2,0.4,-7,2,-5
COc1ccc(C(=O)NNS(=O)(=O)c2ccccc2)cc1OC,0,6,-1,2,2,3,0.8,-2,1,-7
CCO[C@H]1OC(C(=O)N2CCN(Cc3ccc4c(c3)OCO4)CC2)=C[C@@H](C)[C@@H]1CCCO,8,1,-1,7,-1,-1,-1.9,1,2,8
COc1cccc(CNC(=O)CN2C(=O)CSc3ccc(S(=O)(=O)N4CCCCC4)cc32)c1,-6,6,3,3,3,-8,-0.6,-6,-5,4

# Structural class, those above with a CF3 group (two)
SMILES,TDP2 absorb,SIAE inh,LEDGF integ inh,Tn7 DDE FP,UHRF1 binding,PRMT1 FP inh,PG9 Ab binder,ABHD4 inh,HTRA1 inh,TCR-CD3 inh
CC(=O)CSc1nnc(CN2C(=O)CSc3ccc(C(F)(F)F)cc32)n1C,-17,1,2,2,7,-3,1.0,-3,-1,-13
Cc1nc(Cl)sc1C(=O)Nc1ccc(C(F)(F)F)cc1,2,-6,0,9,0,3,-0.7,-3,-7,-1

# Additional entries follow:
SMILES,TDP2 absorb,SIAE inh,LEDGF integ inh,Tn7 DDE FP,UHRF1 binding,PRMT1 FP inh,PG9 Ab binder,ABHD4 inh,HTRA1 inh,TCR-CD3 inh
COc1cccc(/C=C2\SC(=N)N(c3ccc(F)cc3)C2=O)c1,3,0,-2,7,-4,-3,1.7,-4,-3,3
CC[C@@]12C(=O)N(c3cccc(Br)c3)C(=O)N1[C@H](c1ccc(Br)cc1)[C@@H]1C(=O)N(C(C)(C)C)C(=O)[C@@H]12,1,-8,-2,0,-2,0,-0.5,-10,-135,3
COc1ccc(C(=O)Nc2cc(-c3ccccc3)nn2-c2ccccc2F)cc1,-1,-10,4,2,2,-3,-1.2,-6,-32,-1
COc1ccc(-n2c(O)c(/C=N/NS(=O)(=O)c3ccc(C)c([N+](=O)[O-])c3)c3ccccc3c2=O)cc1OC,-5,-14,-5,-1,0,16,-3.1,11,-24,-71
